Screens from PubChem.
CCHF vOTU inh – blocks the CCHF virus ovarian tumor domain protease; AID 651958; CCHFV vOTU protease, Pep-AMC fluorescence; inhibition, % at 11.5 µM; actives 0.55% (n = 370,000); further: 0% = vehicle wells with enzyme and 100% = no enzyme wells
BoNT F protease – inhibitors of Botulinum neurotoxin F light chain protease; Multiplex microsphere protease cleavage assay, flow cytometry; inhibition, % at 10 µM; actives 0.22% (n = 360,000); in the data active means inhibition above about 35%, passing the limit was not always enough; inconclusive means no clear call, values can overlap the other calls; further: plate controls were buffer without enzyme for full effect and enzyme alone for no effect
GDH-TPI inh – GDH-TPI coupled enzyme inhibition counter-screen; GDH-TPI coupled enzyme counterscreen, NADH absorbance; inhibition, % at 4.8 µM; actives 1.2% (n = 360,000); AID 588335;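 further: 0% = DMSO wells and 100% = wells lacking the enzyme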
FBA Mtb inh – inhibitors of M. tuberculosis fructose-bisphosphate aldolase; purified M. tuberculosis FBA, fluorescence read-out; inhibition, % at 1 µM; actives 2.3% (n = 360,000); in the data active means inhibition above about 27%;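 further: 0% = vehicle and 100% = reference inhibitor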
Target sequence (P9WQA3 whole entry, looked up): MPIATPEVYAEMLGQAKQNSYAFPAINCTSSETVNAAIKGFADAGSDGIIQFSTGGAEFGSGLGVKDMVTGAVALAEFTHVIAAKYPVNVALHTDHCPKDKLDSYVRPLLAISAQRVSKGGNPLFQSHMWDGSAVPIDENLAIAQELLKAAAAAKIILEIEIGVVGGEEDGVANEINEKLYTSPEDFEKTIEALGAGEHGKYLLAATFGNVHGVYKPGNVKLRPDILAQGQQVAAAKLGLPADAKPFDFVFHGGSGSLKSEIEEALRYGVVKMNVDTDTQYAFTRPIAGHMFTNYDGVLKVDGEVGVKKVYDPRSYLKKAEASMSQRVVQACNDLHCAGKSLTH
BioA inh – blocks M. tuberculosis BioA enzyme activity; purified M. tuberculosis BioA enzyme, plate reader; inhibition, % at 9.99 µM; actives 0.096% (n = 360,000); AID 602481; in the data active means inhibition above about 40%; inconclusive means no clear call, values can overlap the other calls
MazEF act – increases E. coli MazEF RNase cleavage of RNA; activation, % at 20 µM; actives 0.32% (n = 350,000); FAM/BHQ RNA-DNA oligo cleavage fluorescence, 5 h; P0AE70; in the data active means activation above about 50%
Target sequence (P0AE70 whole entry, looked up): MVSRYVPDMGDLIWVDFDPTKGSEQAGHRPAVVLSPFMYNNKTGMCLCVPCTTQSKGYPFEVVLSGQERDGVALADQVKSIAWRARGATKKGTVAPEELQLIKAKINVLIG
Mtb UGM inh – blocks M. tuberculosis UGM enzyme; AID 504406; purified UGM, fluorescence polarization probe displacement; P9WIQ1; inhibition, % at 10 µM; actives 0.06% (n = 320,000); in the data active means inhibition above about 10%, passing the limit was not always enough; inconclusive means no clear call, values can overlap the other calls
VHR inh abs – blocks human VHR1 dual specificity phosphatase; P51452; recombinant VHR phosphatase, pNPP absorbance; inhibition, % at 13.3 µM; actives 0.52% (n = 290,000); in the data active means inhibition above about 50%; further: some compounds called inactive have numbers as strong as hits
Target sequence (P51452 whole entry, looked up): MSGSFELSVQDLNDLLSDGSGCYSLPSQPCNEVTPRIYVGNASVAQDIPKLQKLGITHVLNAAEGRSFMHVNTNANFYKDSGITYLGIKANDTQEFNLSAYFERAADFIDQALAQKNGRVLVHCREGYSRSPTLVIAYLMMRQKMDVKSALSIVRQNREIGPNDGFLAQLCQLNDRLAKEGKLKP
FadD28 binding – M. tuberculosis FadD28 bisubstrate binding inhibition | FadD28 bisubstrate probe binding, fluorescence polarization | inhibition, % at 12.5 µM | actives 0.22% (n = 360,000) | AID 588549; in the data active means inhibition above about 8.5%, passing the limit was not always enough; inconclusive means no clear call, values can overlap the other calls
Rv3671c inh – inhibits the M. tuberculosis serine protease Rv3671c; AID 2606; P9WHR9; actives 0.048% (n = 320,000); inhibition, % at 5.96 µM; in the data active means inhibition above about 38%;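 further: extracellular domain of Rv3671c used as enzyme; 0% = enzyme with DMSO and 100% = no enzyme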
Starred values were filed as active, the others as inactive; ? = inconclusive; . = no result given; + = active, no number. Unless noted, no stated cut-off is given here; in the data, active means inhibition above about 30%; inactive means the rest.

SMILES	CCHF vOTU inh	BoNT F protease	GDH-TPI inh	FBA Mtb inh	BioA inh	MazEF act	Mtb UGM inh	VHR inh abs	FadD28 binding	Rv3671c inh
COC(=O)C1=C(c2cccc3c2S(=O)(=O)c2ccccc2-3)C[C@@H]2CC[C@H]1N2C(=O)N1CCc2cc(OC)c(OC)cc2C1	0	2	8	0	0.5	3	0.2	.	-4.7	-14
N#Cc1ccc(C(=O)NCCCSc2ccccc2)cc1	7	4	5	1	-0.9	-3	1.7	3	-2.3	-2
O=S(=O)(c1ccc2c(c1)OCCO2)N1CCN(c2ncnc3sccc23)CC1	10	-6	6	2	8.1	0	-0.2	18	-1.5	5
Cc1cc(C)c(NC(=O)C2CCCN2CCO)c(C)c1 (stereo not drawn)	-4	-6	25	0	.	-1	1.1	6	0.3	5
Cc1ccccc1CSCCNC(=O)c1ccc(Cl)c(S(=O)(=O)N2CCOCC2)c1	2	8	2	2	-1.4	-3	-0.8	22	3.8	-4
CCC(C)Oc1nc2c(c(=O)n(C)c(=O)n2C)n1C (stereo not drawn)	-3	12	7	4	0.1	7	0.0	42	-2.1	7
COc1ccc(C(=O)N2CCSC2=S)cc1OC	-3	3	18	-1	10	1	0.4	10	-2.2	5
CSc1nsc(SCC(=O)Nc2ccc(C(C)=O)cc2)n1	2	-4	-1	1	3.9	-5	-0.8	-11	-0.4	12
O=C(CSc1nc(-c2ccco2)cc(C(F)(F)F)n1)NCCCN1CCOCC1	28	2	15	2	.	1	1.2	10	0.5	-5
O=C(Nc1ccccc1F)C1CC1c1ccccc1 (stereo not drawn)	4	-6	7	2	.	-1	-0.6	-2	-3.2	4
O=C1c2ccccc2CSc2c(O)cccc21	1	.	0	0	-0.6	2	-0.6	.	-1.3	-9
CCOC(=O)C1(CCc2ccccc2)CCN(Cc2ccc3c(c2)OCCO3)CC1	12	-7	-4	-2	-1.5	-1	1.4	-9	-0.5	1
OCCC1CN(Cc2ccccc2O)CCN1CCCc1ccccc1 (stereo not drawn)	-1	.	5	1	2.3	-13	-2.4	4	-2.3	-4
O=C(CSc1nnc(COc2ccc(Cl)cc2Cl)o1)Nc1ccccn1	-17	-3	-3	0	-2.2	-12	2.2	1	-1.5	-10
CCOC(=O)N1CCN(C(=S)Nc2cccc(C)c2C)CC1	3	-4	3	1	-1.2	-3	2.3	35	-0.5	4
CC(=O)Nc1ccc(CCNC(=O)c2ccc3ccccc3c2O)cc1	-25	1	12	32*	.	4	.	.	-1.5	.
Cc1ccccc1Nc1n[nH]c(C)c1[N+](=O)[O-]	13	4	2	-9	0.0	3	0.8	15	-3.3	-5
COc1ccc(-n2cc(-c3ccccc3)[nH]c2=S)c(OC)c1	-7	8	2	10	1.8	4	-4.2	-9	1.8	3
O=C(Nc1cccc2ncccc12)C(Cl)(Cl)Cl	.	2	-2	-1	-3.2	-3	0.2	25	-2.6	2
Cn1cc(CN2CCc3c([nH]c4ccccc34)C2C(C)(C)C)cn1 (stereo not drawn)	14	-2	10	2	.	9	-0.3	3	-0.3	-10
CCc1nc2ccc(C(=O)NCCCN3CCCC3=O)cn2c1N(C)C(=O)COc1ccccc1	11	5	7	5	-0.3	.	.	.	-0.7	.
Cc1ccc(F)c(NC(=O)/C(C#N)=C(\O)c2ccc(C(C)(C)C)cc2)c1	26	2	14	-4	.	-17	-4.6	9	29*	-6
N=c1c2c(ncn1Cc1ccco1)Oc1c(ccc3ccccc13)C2c1ccccc1 (stereo not drawn)	-1	0	5	0	.	-8	0.2	8	-7.5	-66
Cc1nc(NCCc2ccc(F)cc2)c(C#N)c(C)c1[N+](=O)[O-]	-2	-1	5	0	.	-1	0.7	6	-1.6	2
COCCn1c(CN2CCc3ccccc3C2)nc2c1c(=O)n(C)c(=O)n2C	3	0	-5	-3	.	-4	7.1	12	-2.5	-5
COc1ccc(Cn2c(=S)[nH]c3cc(C(=O)N4CCCCC4)ccc3c2=O)cc1	-5	-4	-3	1	-0.4	29	-3.9	12	-1.9	-6
O=C(NC1CCCC1)c1cnn2c(C(F)(F)F)cc(-c3ccco3)nc12	-7	2	6	6	0.6	7	0.5	11	-2.3	6
O=C(CCN1C(=O)/C(=C/c2ccccc2Cl)SC1=S)NC1=NCCS1	-8	-5	6	-2	.	1	-2.2	21	-2.0	-6
COc1ccc(N(C)C(=O)c2cn(CC(C)C)c(=O)c3cc(OC)c(OC)cc23)c(OC)c1	5	3	6	1	-0.2	3	-6.2	22	.	-10
O=c1c2ccccc2c(-c2ccc(O)cc2)nn1-c1cccc(C(F)(F)F)c1	17	-4	-7	-6	-1.6	7	-5.7	32	?	-28
Clc1ccc2c(N/N=C/c3cccc(Br)c3)ccnc2c1	1	-10	19	1	-0.9	10	3.9	5	-1.0	7
C/C(=N\NC(=O)C(N)=O)c1cccc([N+](=O)[O-])c1	8	-1	14	-1	.	-16	-2.3	12	-2.4	4
COc1ccccc1NC(=O)Cn1nc(-c2ccc3c(c2)OCCO3)ccc1=O	0	-2	2	-5	.	11	2.1	30	-0.8	-3
Cc1ccc[n+](-c2nc([O-])sc2C=O)c1	2	-2	5	1	.	69*	9.8	41	-2.1	-6
O=C(CCN1C(=O)[C@@H]2Cc3ccccc3CN2C1=O)N[C@H](Cc1ccccc1)C(=O)O	0	-6	-6	1	0.6	1	0.0	21	-3.0	1
CCN(CC)C(=O)Oc1nnc(SC(C)C)n1-c1ccc(Cl)c(Cl)c1	-7	1	4	2	-7.9	-4	1.4	29	-0.7	0
O=C(NCC1CCCO1)c1cccc2c1C(=O)c1ccc(N3CCC(Cc4ccccc4)CC3)cc1S2(=O)=O (stereo not drawn)	.	14	-9	-11	-21	-604	19*	.	-3.3	-7
CCCn1c(N)c(C(=O)COC(=O)CNC(=O)c2ccc(C)c(C)c2)c(=O)n(C)c1=O	-6	-8	4	-3	6.1	3	.	.	-2.2	0
Cc1cccn2c(=O)c(/C=C(\C#N)S(=O)(=O)c3ccccc3)c(N3CCC(C(N)=O)CC3)nc12	6	6	-4	-6	11	-2	2.1	16	-8.0	-2
CCc1ccc(C(=O)Nn2cnc3ccccc3c2=O)cc1	-12	-6	-12	-1	0.9	9	1.7	6	-3.5	5
CC(C)(C)OC(=O)NCCC(=O)Oc1ccc2ccc(=O)oc2c1	.	-15	10	+	-0.5	6	0.4	26	-1.5	4
Cc1nc(SCC(=O)Nc2cccc(Cl)c2)n[nH]1	-1	4	-8	0	0.2	1	2.2	10	-1.1	1
Cc1ccc(NC(=O)Cn2ccc(=O)[nH]c2=O)cc1	15	4	-11	0	0.3	5	-0.5	12	-3.8	3
Cc1ccc(C(=O)NC(C)c2ccc(-n3ccnc3)cc2)cc1 (stereo not drawn)	0	-11	8	0	3.1	5	-0.6	-7	-1.0	-7
Cc1ccc(C)n1-c1ccc(C(=O)N2CCC(C(N)=O)CC2)cc1	-7	-2	5	5	.	-9	.	16	-0.7	.
COc1ccccc1S(=O)(=O)Nc1ccc(S(=O)(=O)Nc2nccs2)cc1	-1	-2	6	2	0.3	5	2.1	.	-0.8	-9
Cc1nc2c(sc3nc4c(cc32)COC(C)(C)C4)c(=O)n1Cc1ccccc1	4	13	10	3	0.2	5	3.2	-11	-2.8	1
Cc1cc(C)c(C(N)=O)c(Nc2cccc(Cl)c2)n1	-6	-16	-3	4	-0.3	-11	-1.0	4	-2.2	3
COc1ccc2c(c1)OC[C@H]1[C@H]2N2C(=O)CN(Cc3ccc(Cl)cc3)C(=O)[C@@]2(C)[C@H]1c1ccccc1	18	4	-6	5	-1.7	-45	-0.2	.	-0.9	-17
O=C(O)c1ccc([N+](=O)[O-])c(CS(=O)(=O)c2ccccc2)c1	-1	-2	2	1	-0.7	4	1.0	14	0.0	2
Cc1ccc2cc3cc(C(=O)NCCCN4CCCCCC4)oc3nc2c1	-91	11	25	75*	-2.8	-8	-0.5	3	-6.6	-4
O=c1[nH]nc(N/N=C/c2ccc(Cl)cc2Cl)c(=O)[nH]1	19	4	38*	0	-0.5	-2	2.1	24	0.0	5
CC1(C)CC(=O)C(C(C2=C(O)CC(C)(C)CC2=O)c2ccc(O)c([N+](=O)[O-])c2)=C(O)C1	12	-2	2	-3	.	-5	1.6	8	-1.5	7
O=C(NCc1cccnc1)Nc1ccccc1C(F)(F)F	-2	9	-2	2	-1.6	5	0.4	19	0.4	-3
CC(=O)c1ccc(N2C(=O)[C@@H]3C(C(=O)CCN4C(=O)c5ccccc5C4=O)=NN[C@@H]3C2=O)cc1	-5	0	4	-2	.	11	0.2	-1	-1.5	-6
COc1cc2c(cc1OC)C(c1ccccc1[N+](=O)[O-])N(C(C)=O)CC2 (stereo not drawn)	-7	10	-2	-2	1.1	6	-1.6	0	0.0	-3
COc1ccc(C(=O)COC(=O)C(CCSC)NC(=O)COc2ccccc2)c(OC)c1 (stereo not drawn)	4	-6	-2	-1	-1.5	-1	-1.9	19	-2.2	-10
COC(=O)C(C)Sc1nc2c(c(-c3ccc(OC)cc3)c1C#N)-c1ccccc1C2=O (stereo not drawn)	-11	19	-3	-1	-1.5	5	2.2	.	0.3	14
CC(C)C(c1nnnn1C1CCCC1)N1CCCCC1 (stereo not drawn)	13	18	3	0	-3.3	1	1.9	-11	0.5	-1
COc1ccc(-c2nnc(SCc3cccnc3)o2)cc1	-5	-1	11	0	36	7	-1.0	13	-1.1	-5
(continued)
SMILES	CCHF vOTU inh	BoNT F protease	GDH-TPI inh	FBA Mtb inh	BioA inh	MazEF act	Mtb UGM inh	VHR inh abs	FadD28 binding	Rv3671c inh
O=C(COc1ccc(/C=N/NC(=O)c2cc3ccccc3o2)cc1Cl)Nc1ccccc1	.	34	22	-1	1.9	-16	0.7	11	-2.2	-24
COc1ccc(S(N)(=O)=O)cc1C(=O)NCC1(N2CCCCC2)CCCCC1	-4	-6	6	1	0.3	-2	1.2	36	-0.4	0
Cc1nc(CNC(=O)C2CCC(=O)N(CCc3ccc(Cl)cc3)C2)sc1C (stereo not drawn)	-3	-5	1	4	-1.2	0	1.9	22	-0.5	2
CCN(C(=O)COC(=O)/C=C/c1ccc(F)cc1)C1CCCCC1	3	-7	10	3	.	0	-1.5	.	-0.9	-3
Cn1c(Cl)c(C(=O)Nc2ccc(Cl)cc2)c2ccccc21	-3	0	7	0	-1.0	1	-1.1	24	-2.0	-18
CS(=O)(=O)c1ccc(C(=O)NCC2(N3CCOCC3)CCCCC2)cc1	-7	3	6	0	0.0	3	-0.4	.	-1.2	1
O=C(NCCN1CCOCC1)c1ccncc1	-3	0	-2	0	.	2	-1.0	28	-1.4	5
Cn1c(Sc2ccc([N+](=O)[O-])cc2C(F)(F)F)nnc1-c1ccccc1	-3	9	7	1	14	1	0.9	17	-2.9	0
O=C(CCCc1cccs1)Nc1nc(-c2ccc(F)cc2)cs1	6	-1	-8	-2	.	-6	4.3	-4	-4.3	4
CC(C)CC(C)N (stereo not drawn)	-1	4	0	-2	-0.8	13	-0.3	.	-0.4	5
